p53ts 32C tox – qHTS Screen for Compounds that Selectively Target Cancer Cells with p53 Mutations: Cytotoxicity of p53ts Cells at the Permissive Temperature | AID 924, 2007 | 0.93% of 130,000 active | Potency, µM (highest dose often 46.1 µM), for the others: at the top dose activity change, negative = cytotoxicity, actives largely listed as cytotoxic | H1299-p53A138V at 32C, ATP luminescence viability, 24 h;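 note: 0% = DMSO and -100% = full killing by reference compound; nearly all actives have a fitted effect of over 55% in size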
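ATP-content luminescence (ATPlite) read-out after 24 h compound exposure at 32C in H1299-p53A138V cells (600/well). Tested up to 46 uM. Normalized to DMSO (0%) and 100 uM tamoxifen (100% killing); Hill-fit AC50.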
Peg3 imprint – qHTS Assay for Compounds that Induce Erasure of Genomic Imprints; mouse ES Peg3-LacZ reporter, beta-gal luminescence, 40 h; Potency, µM (titrated, usually from 60.7 µM), without a hit: at the highest dose activity change, positive = activation, actives largely listed as activators; 0.02% of 110,000 active; AID 1948, 2009;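 note: 0% = negative control wells on the plate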
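Readout: BetaGlo luminescence (5 min, room temp) for LacZ from the normally silent maternal Peg3 allele in female Peg3LacZ-Neo ES cells. Cells 300/well, 40 h, 37C, 5% CO2. Data normalized per plate to negative controls.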
IkB signaling – IkB Signaling; ABC-DLBCL IkBa-CBG/CBR dual luciferase ratio, 4 h; response scale: scaled: untreated 0%, proteasome inhibitor 100%; Potency, µM (titrated, usually from 57.1 µM), for the others: top-dose IkBa stabilization activation; 0.04% of 110,000 active; active = well fitted curve in the direction sought with a large enough effect in the signal ratio, not every such curve was filed as active; inconclusive = small, poorly fitted or top-dose-only effect, or a change in a side signal; the % refers to the signal ratio;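 note: the direction sought is a rising ratio; 0% = basal untreated cells and 100% = reference inhibitor full response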
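Curves were fitted separately to fusion (green), unfused (red) and ratio luminescence, then classed by r2, magnitude and activity. Cells: OCI-Ly3, 4 h compound plus doxycycline at 37C; 10 uM MG-132 defined full response.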
p53ts 39C kill – qHTS Screen for Compounds that Selectively Target Cancer Cells with p53 Mutations: Cytotoxicity of p53ts Cells at the Nonpermissive Temperature | H1299-p53A138V viability at 39C, ATP luminescence, 24 h | 1.5% of 130,000 active | AID 902, 2007 | Potency, µM (top dose mostly 46.1 µM), without a hit: at the top dose activity change, negative = cell killing, hits mostly cytotoxic; note: nearly all actives have a fitted effect of over 55% in size
An asterisk follows results filed as active; ? = inconclusive; nt = not tested or not shown; [ ] = another dose, or the depositor's remark. Unless noted, calls come from the whole dose curve; as a rule, active = well fitted curve in the direction sought with a large enough effect; inconclusive = small, poorly fitted or top-dose-only effect, or another doubt; inactive = no such curve, though single readings can be large; an effect the other way counts as inactive or inconclusive. Unless noted, % is set by controls: 0 for no effect and ±100 for the full control effect; potency is the fitted concentration of half-maximal effect. Rows were taken by chance (roughly 1.7% active in at least one column).

SMILES	p53ts 32C tox	Peg3 imprint	IkB signaling	p53ts 39C kill
COc1ccc(-c2cc3nc(-c4ccc(Br)cc4)cc(C(F)(F)F)n3n2)cc1	-6%	10%[10.9 µM]	-2.9%	15%
CCC(=O)N1CCc2cc(S(=O)(=O)NC(Cc3ccccc3)C(=O)O)ccc21 (stereo unspecified)	6%	-15%[10.9 µM]	0.4%	46%[activator]
CC(CNC(=O)c1ccc(CSc2nc3ccncc3n2Cc2ccccc2)cc1)c1ccccc1 (stereo unspecified)	-3%	-9%[10.9 µM]	?	-16%
C=CCN1C(c2ccc(OCC)cc2)=CS/C1=C(\C#N)c1nnc2n1CCCCC2	-14%	-17%	?	-14%
O=c1oc2ccc3ccccc3c2cc1-c1nnc(Nc2cccc(C(F)(F)F)c2)s1	0%	-9%[10.9 µM]	7.1%	11%
Cc1nn(-c2ccc(N3CCCCC3)nn2)c(C)c1CCC(=O)Nc1cccc(F)c1	?	-5%[10.9 µM]	8.2%	?
Cc1ccc(NC(=O)CN2C(=O)CCn3nc(-c4cccn4C)cc32)c(Cl)c1	-5%	1%[10.9 µM]	5.2%	-6%
CCOC(=O)CNC(=O)CSc1nnc(-c2cccc(OC)c2)n1CC	-7%	-13%	-0.1%	9%
COc1ccc(-c2onc(C)c2C)cc1S(=O)(=O)Nc1ccc(OC(F)(F)F)cc1	25%	-2%[10.9 µM]	?	-15%
COC(=O)c1cc2oc3ccccc3c2n1CC(=O)Nc1ccc(C)cc1Cl	6%	14%[10.9 µM]	?	?
COC(=O)c1cc(-c2ccc3ccccc3c2)[nH]c(=O)c1C#N	-17%[9.22 µM]	2%[10.9 µM]	-2.1%[11.4 µM]	0%[9.22 µM]
COc1ccc(C(=O)Nc2ccc3c(c2)N(C2CCCC2)C(=O)c2ccccc2S3)cc1OC	?	-22%[10.9 µM]	?	-29%
Cc1ccc(S(=O)(=O)NCC(c2ccccc2)N2CCN(CCC#N)CC2)cc1 (stereo unspecified)	-7%	-20%	1.6%	9%
CC1(C)SC2C(NC(=O)C(NC(=O)N3CCNC3=O)c3ccccc3)C(=O)N2C1C(=O)O (stereo unspecified)	-12%	-9%	nt	5%
CCOC(=O)N1CCC2(O)CCCCC2C1c1ccc(F)cc1 (stereo unspecified)	3%	9%	0.7%	4%
Cc1ccc2c(c1)NC(c1cccnc1)=NC(c1ccc(F)cc1)=N2	3%	-7%[10.9 µM]	?	-11%
O=S(=O)(Nc1nc2ccccc2nc1NCc1ccco1)c1ccc(Cl)cc1	-6%	-7%	2.3%	4%
Cc1cc(N2CCN(c3cccc(C(F)(F)F)c3)CC2)n2nc(C)nc2n1	-15%	-13%	-0.2%	-6%
COc1ccc(-c2nnc(CSc3nc4ccccc4c(=O)n3CC(C)C)o2)cc1OC	16%	-3%	?	5%
O=C(O)CN1C(=O)SC(Nc2ccccc2)C1=O (stereo unspecified)	-2%	nt	nt	9%
O=C1CC(c2ccccc2)CC(O)=C1C=NCCN1CCOCC1 (stereo unspecified)	11%	nt	nt	-5%
CNc1nnc(-c2cc3ccccc3oc2=O)s1	-27%	-83%[inhibitor]	?	?
CC(C)c1ccccc1NC(=O)c1cnccn1	3%	-13%	-0.6%	10%
Cc1ccc2cccc(NC(=O)C(F)(F)F)c2n1	5%	16%	1.4%	13%
Cc1cccc(OCc2nc(CC(=O)Nc3ccc(C)cc3C)cs2)c1	-2%	-14%[10.9 µM]	?	-9%
COc1ccccc1-c1cncnc1NCc1ccccc1	8%	-9%	-1.3%[11.4 µM]	-5%
O=C(COc1ccccc1F)c1ccc(O)cc1O	-9%	-46%[inhibitor]	3.7%	-2%
O=C1Nc2ccccc2Oc2cc(Oc3ccc(Cl)cc3)ccc21	5%	-8%[10.9 µM]	?	-9%
CC[N+](CC)(CC)CCOc1ccc(/C=C\c2ccccc2)cc1	22%	-4%	-1.2%	?
O=C(/C=C/c1ccccc1)c1ccc(O[C@H]2OC(CO)C(O)C(O)C2O)cc1O (stereo partly specified)	5%	-34%[inhibitor]	nt	-3%

Limited to p53ts 39C kill, p53ts 32C tox and IkB signaling, for some of the entries so far:
canonical_smiles	p53ts 39C kill	p53ts 32C tox	IkB signaling
O=C1CC(c2ccccc2)CC(O)=C1C=NCCN1CCOCC1 (stereo unspecified)	-5%	11%	nt
CNc1nnc(-c2cc3ccccc3oc2=O)s1	?	-27%	?
CC(C)c1ccccc1NC(=O)c1cnccn1	10%	3%	-0.6%
Cc1ccc2cccc(NC(=O)C(F)(F)F)c2n1	13%	5%	1.4%
Cc1cccc(OCc2nc(CC(=O)Nc3ccc(C)cc3C)cs2)c1	-9%	-2%	?
COc1ccccc1-c1cncnc1NCc1ccccc1	-5%	8%	-1.3%[11.4 µM]
O=C(COc1ccccc1F)c1ccc(O)cc1O	-2%	-9%	3.7%

More results.
SMILES	p53ts 32C tox	Peg3 imprint	IkB signaling	p53ts 39C kill
O=C(CCN1CCN(c2ccc(F)cc2)CC1)Nc1ccccc1F	4%	-5%	1.6%	11%
Nc1c(C(=O)OCC2CCCO2)c2nc3ccccc3nc2n1-c1ccc2c(c1)OCCO2 (stereo unspecified)	3%	-21%	0.5%	-5%
O=C1CC(N2CCN(c3ccc(F)cc3)CC2)C(=O)N1Cc1ccc(N2CCCC2=O)cc1 (stereo unspecified)	-10%	-8%	-0.4%	-2%
Cc1ccc(NC(=O)Cn2c(=O)n(CCCCCC(=O)NCc3ccc(F)cc3)c(=O)c3sccc32)c(C)c1	-16%	-12%[10.9 µM]	3.3%	?
Cc1ccc(Cl)cc1NC(=O)N1CCN(C)c2ncccc21	-9%	-7%[10.9 µM]	-0.3%	6%
CCOC(=O)N1CCN(C(=O)CS(=O)Cc2nc(-c3cccc(C)c3)oc2C)CC1 (stereo unspecified)	10%	-10%	-3.8%	-5%
CCCn1c(-c2ccc(F)cc2)nc2c(NCCCN3CCCCC3C)nc(C)nc21 (stereo unspecified)	-5%	-6%	nt	1%
COc1ccc(-c2cn3c(n2)sc2cc(C(=O)N4CCCCC4)ccc23)cc1	8%	-9%[10.9 µM]	0.9%	-5%
O=c1[nH]c2ccccc2n1CCCOc1ccccc1	-9%	nt	8.9%	4%
COc1cccc(CNCCOCCO)c1OC	-16%	-34%[inhibitor]	-1.4%	-15%
CC(=O)c1cccc(NC(=O)C2=CC(c3ccco3)=NS(=O)(=O)N2C)c1	5%	-12%[10.9 µM]	?	0%
CN1CCN(c2ncc3nc(-c4cccs4)c(=O)n(C[C@H]4CCCO4)c3n2)CC1	-2%	nt	-6.3%[11.4 µM]	-8%
CCn1c(=N)c(C(=O)NCc2cccnc2)cc2c(=O)n3cccc(C)c3nc21	-10%	-9%	-0.2%	-2%
O=C(CSc1nc2c([nH]c3ccccc32)c(=O)n1-c1ccc(F)cc1)NCc1ccc(F)cc1	-3%	8%[10.9 µM]	3.8%	-24%
Cn1c(Cc2ccccc2)nnc1SCCC(=O)Nc1ccccc1	4%	9%	0.9%	16%
c1ccc(-n2c(-c3ccncc3)nnc2N2CCOCC2)cc1	5%	-7%	1.4%	-3%
CN(CCc1ccccn1)c1ccc2c(c1)C(=O)c1ccccc1-2	2%[9.22 µM]	-7%[10.9 µM]	-0.5%[11.4 µM]	-6%[9.22 µM]
CCn1c2ccccc2c2cc(CN3CCN(Cc4cccc(Cl)c4)CC3)ccc21	-11%	-9%[10.9 µM]	?	?
CCOc1ccccc1NC(=O)C(=O)Nc1ccc2nc3n(c(=O)c2c1)CCCCC3	7%	15%[10.9 µM]	?	-25%
CCOC(=O)N1CCC(NC(=O)C(Cc2ccccc2)NC(=O)c2ccco2)CC1 (stereo unspecified)	-8%	5%	1.2%	7%

In a second layout: 2 of the compounds above
SMILES,p53ts 32C tox,Peg3 imprint,IkB signaling,p53ts 39C kill
CN1CCN(c2ncc3nc(-c4cccs4)c(=O)n(C[C@H]4CCCO4)c3n2)CC1,-2%,nt,-6.3%[11.4 µM],-8%
CCn1c(=N)c(C(=O)NCc2cccnc2)cc2c(=O)n3cccc(C)c3nc21,-10%,-9%,-0.2%,-2%

Next section
SMILES	p53ts 32C tox	Peg3 imprint	IkB signaling	p53ts 39C kill
COc1ccccc1C(=O)Nc1cccc(C(=O)OCc2cc(=O)n3cc(C)sc3n2)c1	-14%	-25%[10.9 µM]	?	-27%
CCc1ccc(CNC(=O)CSc2cc(=O)n(C)c3ccc(Cl)cc23)cc1	14%	-12%[10.9 µM]	0.4%	-27%
O=C(O)CCn1c(-c2ccccc2)cc2c1CCCC2=O	1%	1%	1.2%	-7%
O=C(c1ccc2c(c1)N(Cc1ccc(Cl)cc1)C(=O)c1ccccc1S2(=O)=O)N1CCCCC1	30%	-9%[10.9 µM]	?	-23%
O=S(=O)(NCC(c1cccnc1)N1CCOCC1)c1cccs1 (stereo unspecified)	-3%	-6%	-0.4%	0%
CCCNCc1cc(Cl)c(OCC)c(Cl)c1	0%	nt	nt	7%
CCCCN(CC)C(=O)CSc1nc2n[nH]c(C)c2c(=N)n1-c1cccc(C)c1	15%	-10%[10.9 µM]	?	-29%
CCC(=O)c1ccc(OCC(O)Cn2c(C)nc3ccccc32)cc1 (stereo unspecified)	-13%	-13%	?	-7%
Cc1ccc(S(=O)(=O)N2CCCC(C(=O)NCCc3ccc4c(c3)OCO4)C2)cc1 (stereo unspecified)	-2%	-5%	?	-17%
COc1ccccc1CNC(=O)CSc1cc(C)[nH]c(=O)n1	2%	-9%[10.9 µM]	1.3%	-10%
CCOCCCNC(=O)c1c(C)c(C(=O)OCC)n(C)c1C	-8%	4%	-0.6%	6%
CN1CCN(C(CNC(=O)c2ccccc2)c2ccc3c(c2)OCO3)CC1 (stereo unspecified)	1%	-9%[10.9 µM]	3.8%	-20%
CCc1ccc(NS(=O)(=O)c2ccc3[nH]cc(C(=O)NCC4CCCO4)c(=O)c3c2)cc1 (stereo unspecified)	-9%	3%	?	-10%
CSc1cccc(NS(=O)(=O)c2ccc3[nH]cc(C(=O)N4CCCC4)c(=O)c3c2)c1	7%	15%[10.9 µM]	-0.4%	24%
CCN(CC(=O)NC1CCS(=O)(=O)C1)C(=O)COc1ccccc1-c1ccccc1 (stereo unspecified)	1%	-2%	4.6%	9%
COc1ccc(C(=O)CSc2nnnn2Cc2ccccc2)cc1	4%	-9%	3.3%	-5%
c1coc(Cn2c(-c3ccco3)nc3ccccc32)c1	-4%	-34%[inhibitor]	-1.0%	-9%
COC(=O)Cn1nc(C)c2ccccc2c1=O	-8%	nt	nt	-10%
CCOC(=O)C1CCN(C(=O)CN(c2ccc(OC)cc2)S(=O)(=O)c2c(C)noc2C)CC1	3%	-12%	0.5%	8%
Cn1cc(S(=O)(=O)N2CCCCC2)cc1C(=O)N1CCN(c2ccccc2F)CC1	-3%	-7%[10.9 µM]	-0.3%	-5%
Cc1ccc(C)c(N2CCN(CCCNC(=O)C3COc4ccccc4C3)CC2)c1 (stereo unspecified)	10%	-14%[10.9 µM]	?	-16%
CCOC(=O)Cn1c2c(c(-c3ccccc3OC)cc1=O)CCCC2	0%	-10%	2.8%	2%
Cc1cc(C)c(S(=O)(=O)n2nc(C)c(Br)c2C)c(C)c1	0%	-6%	-0.6%	8%
Cc1ccc(C)c(CSc2cn(CC(=O)N3CCCC3)c3ccccc23)c1	11%	-19%[10.9 µM]	?	-19%
CCCCCc1nc2c(=O)n(C)c3ccccc3c2o1	2%	-13%	?	-8%
O=C(Nc1ccc(F)c(Cl)c1)c1ccc2c(=O)n3c(nc2c1)CCCCC3	-19%	-52%[inhibitor]	?	-25%
CCC(C)N(C)Cc1cccc(C2(O)CCN(S(=O)(=O)c3ccc(F)cc3)CC2)c1 (stereo unspecified)	0%	-21%	-0.7%	5%
CCOc1ccccc1NC(=O)c1cc(S(=O)(=O)N2CCOCC2)cn1C	0%	-13%[10.9 µM]	1.7%	-2%
Cc1cccc(NC(=O)Nc2nnc(N(C)Cc3ccccc3)s2)c1	13%	-5%[10.9 µM]	1.0%	-12%
COc1ccc(CCC(=O)N2CCc3ccccc32)cc1	-19%	-43%[inhibitor]	1.3%	-12%
COc1ccc(-c2nc(CNS(=O)(=O)c3cc(OC)ccc3OC)cs2)cc1	11%	-17%	0.3%	5%
O=C(Cn1nnc(-c2ccccc2F)n1)Nc1ccc(S(=O)(=O)NC2CCCC2)cc1	-9%	-7%	7.5%	-18%

High-throughput results: PubChem BioAssay, National Center for Advancing Translational Sciences (NCATS)
